Screening data as filed in PubChem.
NPR1 activator: GC-A stimulated cGMP production enhancers – HEK293 GC-A cells, cGMP TR-FRET, EC30 ANP, primary screen; 0% at EC30 ANP, 100% saturating ANP; activation, % at 10 µM; hit rate 0.14% among 370,000; AID 1671463, 2021; in the data active = activation above about 40%
hgDAF12 agonist: H. glycines DAF-12 receptor agonists, primary screen, cell-based, luminescence, HEK293, GAL4 fusion, UAS-luciferase; Nuclear hormone receptor DAF-12 (Heterodera glycines), GAL4 fusion; HEK293 GAL4-hgDAF12 UAS-luciferase reporter, agonist luminescence; normalized to butyrate control; activation, % at 6.8 µM; hit rate 1.8% among 370,000; AID 687014, 2013;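 active = activation above a cutoff set at the mean of all screened compounds plus 3 SD, cut at about 10% in these data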;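 also: 0% = DMSO wells and 100% = sodium butyrate wells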
ADAM10 inh: human ADAM10 inhibitors, primary screen, biochemical, QFRET, HTS; Disintegrin and metalloproteinase domain-containing protein 10 (Homo sapiens), O14672; recombinant ADAM10, EDANS/DABCYL FRET peptide cleavage, 3 h; inhibition, % at 7 µM; hit rate 0.62% among 370,000;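 active = inhibition above a per-campaign cutoff equal to the mean of compounds falling between control-based bounds plus 3 SD, cut at about 20% in these data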;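 also: 0% = DMSO wells while the 100% control is not disclosed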
DAX1 inh-1: DAX1 (NR0B1) inhibitors, primary screen, cell-based, HEK293, Gal4-DAX1, luciferase luminescence | inhibition, % at 6.75 µM | hit rate 0.99% among 340,000 | HEK293 Gal4-DAX1 luciferase reporter | Nuclear receptor subfamily 0 group B member 1 (Homo sapiens), P51843 | AID 504766, 2011;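 active = inhibition above the mean over all tested compounds plus 3 SD, cut at about 4.2% in these data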;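 also: 0% = DAX1-transfected cells with DMSO and 100% = empty-vector control cells with DMSO; inhibition shows as a rise in luminescence from relieved DAX1 repression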
FXN GAA850 act: FXN promoter activators, primary screen, cell-based, luciferase luminescence, HEK293 lucGAA850 | HEK293 lucGAA850 FXN promoter luciferase reporter, 24 h; percent of 10 µM SAHA response | activation, % at 6 µM | hit rate 0.56% among 360,000 | AID 540364, 2011;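 active = activation above the average of all compounds screened plus 3 SD, cutoff fixed separately per campaign, cut at about 7.5% in these data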;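 also: 0% = DMSO wells and 100% = 10 µM SAHA wells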
hcDAF12 agonist: H. contortus DAF-12 nuclear receptor activators, primary screen, cell-based, luminescence, HEK293, lit1-tk-luc reporter; HEK293 hcDAF-12 lit1-tk-luc reporter; 0% DMSO, 100% Δ7-dafachronic acid; activation, % at 6.8 µM; hit rate 1.4% among 370,000;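 active = activation above the mean of all tested compounds plus 3 SD, cut at about 5.5% in these data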;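 also: 100% = response to 3 µM Δ7-dafachronic acid high control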
GC-B act: human GC-B receptor activators, primary screen, HEK293 GC-B cells, cGMP TR-FRET, EC30 CNP. hit rate 0.11% among 370,000. 0% at EC30 CNP, 100% saturating CNP. AID 1920062, 2024. activation, % at 10 µM;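 active = activation at 10 µM reaching about 35% in either raw or pattern-adjusted values, limit read from the data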
Target sequence (P20594 whole entry, looked up): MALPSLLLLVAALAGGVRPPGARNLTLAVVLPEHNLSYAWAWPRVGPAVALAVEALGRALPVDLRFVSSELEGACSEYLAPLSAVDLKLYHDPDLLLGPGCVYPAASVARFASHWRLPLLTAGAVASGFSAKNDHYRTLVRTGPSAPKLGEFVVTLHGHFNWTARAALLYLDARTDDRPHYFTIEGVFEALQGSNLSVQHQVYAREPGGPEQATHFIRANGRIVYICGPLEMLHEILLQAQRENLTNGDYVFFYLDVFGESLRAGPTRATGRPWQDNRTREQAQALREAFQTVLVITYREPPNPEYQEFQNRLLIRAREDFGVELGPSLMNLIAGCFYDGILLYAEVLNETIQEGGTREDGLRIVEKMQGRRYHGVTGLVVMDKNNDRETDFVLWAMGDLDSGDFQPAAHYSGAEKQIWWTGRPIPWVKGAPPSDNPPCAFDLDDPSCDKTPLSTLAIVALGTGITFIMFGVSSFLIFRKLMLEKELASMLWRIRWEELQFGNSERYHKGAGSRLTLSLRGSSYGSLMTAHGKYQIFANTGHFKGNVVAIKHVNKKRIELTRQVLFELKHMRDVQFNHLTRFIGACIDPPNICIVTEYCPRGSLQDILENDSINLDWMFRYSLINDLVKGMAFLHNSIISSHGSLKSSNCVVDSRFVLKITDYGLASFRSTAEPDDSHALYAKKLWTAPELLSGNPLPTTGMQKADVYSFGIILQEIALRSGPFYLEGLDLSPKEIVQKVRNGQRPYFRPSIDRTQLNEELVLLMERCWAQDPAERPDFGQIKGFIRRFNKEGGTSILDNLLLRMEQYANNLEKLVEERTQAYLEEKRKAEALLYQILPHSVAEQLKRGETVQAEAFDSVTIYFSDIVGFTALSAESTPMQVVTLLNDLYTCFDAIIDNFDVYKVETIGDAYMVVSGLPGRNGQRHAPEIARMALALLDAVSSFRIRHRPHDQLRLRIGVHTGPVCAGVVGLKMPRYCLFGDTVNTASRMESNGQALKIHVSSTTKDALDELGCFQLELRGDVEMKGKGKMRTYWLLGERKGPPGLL
ssDAF-12 act: S. stercoralis DAF-12 nuclear receptor activators, primary screen, cell-based, luminescence, HEK293, GRIP1 co-expression, lit1-tk-luc; AID 652126, 2013; HEK293 ssDAF-12/GRIP1 lit1-tk-luc reporter; % of 3 µM dafachronic acid response; activation, % at 6.8 µM; hit rate 1% among 370,000;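 active = activation above the mean over all tested compounds plus 3 SD, cut at about 0.9% in these data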;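 also: 0% = DMSO-only wells and 100% = 3 µM delta7-dafachronic acid wells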
SMARCA2 act: SMARCA2 (BRM) function activators, primary screen, cell-based, luminescence, high throughput; MG213 cells, MMTV-luciferase reporter, dexamethasone, overnight; activation, % at 9.1 µM; hit rate 1% among 370,000; AID 652017, 2013; in the data active = activation above about 7.8%;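 also: 0% = vehicle wells and 100% = reference activator wells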
HGIII-sPLA2 inh: human group III sPLA2 inhibitors, primary screen, biochemical, QFRET, BODIPY PC-A2 liposome substrate | Group 3 secretory phospholipase A2 (Homo sapiens), Q9NZ20 | QFRET BODIPY PC-A2 liposome hydrolysis, fluorescence | inhibition, % at 12.2 µM | hit rate 0.56% among 370,000 | AID 743126, 2013;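 active = inhibition above mean plus 3 SD of compounds lying within the high and low control bounds, cut at about 19% in these data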;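 also: 0% = median of test compound wells and 100% = no enzyme DMSO wells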
DAX1 inh-2: DAX1 (NR0B1) inhibitors on StAR promoter, primary screen, cell-based, luminescence, SF-1 (NR5A1), full-length DAX-1; HEK293T StAR-luciferase reporter, SF-1/DAX-1 repression relief; inhibition, % at 6.8 µM; hit rate 1.1% among 370,000; AID 652010, 2013;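 active = inhibition above the mean over all tested compounds plus 3 SD, cut at about 3.6% in these data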;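 also: 0% = DAX-1 cells with DMSO and 100% = cells lacking DAX-1 with DMSO; higher inhibition means more luminescence from relief of DAX-1 repression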
* marks the source's active call; other numbers are inactive results; x = no result given.

Compound	NPR1 activator	hgDAF12 agonist	ADAM10 inh	DAX1 inh-1	FXN GAA850 act	hcDAF12 agonist	GC-B act	ssDAF-12 act	SMARCA2 act	HGIII-sPLA2 inh	DAX1 inh-2
CC(C)CCNC(=O)C12CN(Cc3ccccc3)CC1C(c1ccc([N+](=O)[O-])cc1)=NO2 (centres undefined)	-1.3	-1.0	2.2	2.0	1.3	-0.7	-4.8	-1.3	-0.9	-1.2	-0.1
O=C(/C=C/c1ccco1)NC(=S)Nc1cccc(-c2nc3ccccc3o2)c1	-3.9	4.3	-4.5	-2.2	-1.3	0.7	-0.4	-0.4	2.2	-2.4	-2.2
Cc1nn(CC(=O)N2CCc3ccccc32)c(C)c1S(=O)(=O)NC(C)(C)C	0.0	-0.6	-2.2	0.2	-1.6	0.6	2.3	-0.8	3.5	-8.3	0.3
Cc1ccccc1CN1CCN(S(=O)(=O)c2ccc(Cl)s2)CC1	0.0	-0.6	2.3	0.0	2.4	-0.8	7.1	-0.7	-3.0	-1.0	-0.5
CCc1ccc(Nc2ncccc2C#N)cc1	0.7	3.1	-10.5	-0.8	1.3	4.6	-1.1	-0.2	-1.8	5.6	0.3
COCC(C)n1c(SC(C)C(=O)NC2CCCCC2C)nc2ccccc2c1=O (centres undefined)	-8.3	-1.1	-3.5	0.5	-1.3	0.2	-3.6	-1.3	0.3	0.9	0.2
OC[C@@H]1CN(Cc2ccc3c(c2)OCO3)C[C@H](n2cnc3c(NCc4ccncc4)ncnc32)O1	0.4	-3.4	-1.0	x	0.1	-0.9	-5.4	-1.6	0.1	-2.2	0.4
CN1CCN(C(=S)NC(=O)c2ccc(Cl)cc2)CC1	-1.8	1.3	-7.0	0.3	-0.3	2.4	3.9	-0.7	0.1	2.1	-0.3
Cc1ccc(C(c2c(NC(=O)c3ccco3)sc(C)c2C)N2CCOCC2)cc1 (centres undefined)	-29.9	-1.9	-5.8	-1.2	-0.2	-0.6	-28.0	-0.9	1.9	0.9	2.2
CCCCNC(=O)C1(O)c2cc(Br)ccc2NC(=O)N1c1cccc(OC)c1 (centres undefined)	-3.4	-0.2	-1.2	0.3	-1.2	1.4	-1.2	-1.2	-2.8	4.1	-0.5
COc1ccc(C2=NS(=O)(=O)N(C)C(C(=O)NCc3ccco3)=C2)cc1OC	1.5	-2.3	4.2	0.9	-0.6	0.3	-1.1	-0.9	-1.3	0.4	-2.2
COc1ccccc1CN(C)C(=O)COC(=O)c1ccc(Cl)nc1	-4.8	-0.1	-0.8	2.0	-2.3	-1.4	0.3	-0.9	-2.4	1.9	-0.5

Another view of some results above:
Order of results – NPR1 activator | hgDAF12 agonist | ADAM10 inh | DAX1 inh-1 | FXN GAA850 act | hcDAF12 agonist | GC-B act | ssDAF-12 act | SMARCA2 act | HGIII-sPLA2 inh | DAX1 inh-2
> CN1CCN(C(=S)NC(=O)c2ccc(Cl)cc2)CC1
 : -1.8 | 1.3 | -7.0 | 0.3 | -0.3 | 2.4 | 3.9 | -0.7 | 0.1 | 2.1 | -0.3
> Cc1ccc(C(c2c(NC(=O)c3ccco3)sc(C)c2C)N2CCOCC2)cc1 (centres undefined)
 : -29.9 | -1.9 | -5.8 | -1.2 | -0.2 | -0.6 | -28.0 | -0.9 | 1.9 | 0.9 | 2.2

(further entries)
Compound	NPR1 activator	hgDAF12 agonist	ADAM10 inh	DAX1 inh-1	FXN GAA850 act	hcDAF12 agonist	GC-B act	ssDAF-12 act	SMARCA2 act	HGIII-sPLA2 inh	DAX1 inh-2
COc1ccc(NC(=O)COC(=O)CNC(=O)COc2ccccc2)cc1OC	-0.5	0.7	-15.1	0.9	2.4	-1.2	1.7	-0.9	-1.4	7.7	-1.2
Cc1ccc(S(=O)(=O)CCC(=O)OCC(=O)NCCc2ccccc2)cc1	0.1	2.1	-5.4	1.1	0.1	-1.5	-5.8	-1.0	2.8	-3.0	-1.6
CCn1c2ccccc2c2cc(NC(=O)COC(=O)c3cccc(OC)c3)ccc21	3.9	0.9	-8.1	x	x	-0.2	1.4	-1.9	-2.8	8.6	-0.7
Cc1ccsc1CN(C)CC(=O)N(C)CC(=O)Nc1c(Cl)cccc1Cl	-0.8	1.7	-11.6	2.7	0.6	-3.1	-0.3	-1.5	-1.6	3.8	0.0
Cc1c(C(=O)Nc2cccc([N+](=O)[O-])c2)sc2ncn(CC(=O)N3CCOCC3)c(=O)c12	1.1	1.4	-3.4	-0.4	1.0	-0.2	-2.0	-0.6	-3.3	7.8	1.2
CCN1CCc2c(OCC(=O)N3CCc4ccccc43)cccc2C1=O	-1.8	-4.1	-5.0	x	x	-1.5	2.4	-1.6	-3.2	-3.1	-0.9
C[N+]1(C)CCCC(OC(=O)C(O)(c2ccccc2)c2ccccc2)C1 (centres undefined)	0.3	-0.7	5.2	-0.3	0.9	1.1	3.1	-1.6	-5.6	4.8	1.3
COc1ccc(CNC(=O)C2CCN(S(=O)(=O)N3CCCC3)CC2)cc1	-1.6	1.1	0.5	-0.6	1.3	-0.8	-1.0	-0.3	-2.6	0.9	-0.3
COCC(=O)OCC(=O)N1N=C(c2ccc(Cl)cc2)CC1c1ccco1 (centres undefined)	19.5	-2.4	5.4	1.6	0.8	-0.5	-0.1	-1.9	-3.4	-3.3	-0.2
CCOC(=O)Cc1nn2c(=O)cc(C)nc2s1	2.2	-0.2	-7.2	-0.1	1.6	-1.5	0.2	-0.9	1.3	1.7	-0.7
COc1ccc(-n2nc(C(=O)NCC(=O)Nc3cccc(Cl)c3)c3ccccc3c2=O)cc1OC	-0.5	0.1	-9.1	-0.7	2.0	1.3	-11.8	-0.5	-2.1	10.1	0.1
C=CCNC(=O)c1n[nH]c2c1CC(C(C)(C)CC)CC2 (centres undefined)	-3.5	-2.1	6.5	-1.0	1.7	-0.9	1.3	-1.7	-1.7	5.5	-0.8

The list continues:
Compound	NPR1 activator	hgDAF12 agonist	ADAM10 inh	DAX1 inh-1	FXN GAA850 act	hcDAF12 agonist	GC-B act	ssDAF-12 act	SMARCA2 act	HGIII-sPLA2 inh	DAX1 inh-2
CC(C)C[C@@]12C(=O)N(c3cccc(F)c3)C(=O)N1[C@H](c1ccc(Br)cc1)[C@@H]1C(=O)N(C(C)(C)C)C(=O)[C@@H]12	-11.9	-0.9	5.1	2.2	16.6*	-0.7	-19.0	-1.3	1.9	-4.5	0.2
CC1CN(C(=O)c2cccc(S(=O)(=O)N3CCN(c4ccccc4)CC3)c2)CC(C)O1 (centres undefined)	0.4	-3.2	-14.7	-0.5	-0.2	-0.6	3.2	-1.6	-3.9	3.9	-3.4
C=CCN(c1ccc(OC)cc1)S(=O)(=O)c1ccc(Cl)c(C(=O)OCC(=O)NC2CC2)c1	-12.4	0.7	9.5	-1.0	0.0	0.2	-7.2	-0.3	-4.6	-3.8	0.7
Clc1ccc(CSc2nnc(/C=C/c3ccccc3)o2)c(Cl)c1	-5.5	2.8	-4.4	-1.0	-0.4	-0.1	3.2	-1.5	-0.9	10.7	-0.2
CCOC(=O)N1CCN(CC(=O)Nc2nc3ccccc3s2)CC1	2.0	0.1	6.7	-1.3	0.2	1.5	-2.3	-1.1	1.6	-0.2	-0.6
O=[N+]([O-])/C=C/c1cn(Cc2ccc(F)cc2)c2ccccc12	-8.7	0.6	15.9	-0.5	0.8	0.0	-5.1	-1.6	-4.3	-22.1	-0.1
Cc1ccc2c(CC(=O)N(CC3CCCO3)c3c(N)n(Cc4ccccc4)c(=O)[nH]c3=O)coc2c1 (centres undefined)	-1.4	-1.3	-8.0	0.2	-1.0	0.2	-4.0	-0.8	2.9	-1.6	0.7
O=C(O)C1=C(C(=O)Nc2cc(C(F)(F)F)ccc2Cl)CCCC1	3.9	0.9	-9.4	-0.3	-1.3	-0.9	2.7	-0.2	-1.0	3.9	-0.5
COc1ccc(CN(C)CC(=O)Nc2cccc(S(=O)(=O)N(C)c3ccccc3)c2)c(OC)c1	4.1	-1.4	1.6	-0.1	3.6	-2.4	5.7	-1.2	-2.5	2.4	-2.3
COc1ccc(COC(=O)NC(C(=O)O)c2ccccc2)cc1 (centres undefined)	2.5	2.8	10.1	0.5	1.9	-0.9	2.7	-1.3	-0.6	-0.1	0.2
O=C(N/N=C/c1ccc[nH]1)c1cc2ccccc2cc1O	4.1	3.2	-11.2	1.2	1.3	1.0	-2.7	-0.7	-0.3	6.7	0.4
Cc1cccc(C)c1NC(=S)NC(C)(C)CO	1.4	2.7	-1.7	2.6	-0.5	0.4	5.9	-1.5	-2.8	-2.4	0.1

The results go on:
Compound	NPR1 activator	hgDAF12 agonist	ADAM10 inh	DAX1 inh-1	FXN GAA850 act	hcDAF12 agonist	GC-B act	ssDAF-12 act	SMARCA2 act	HGIII-sPLA2 inh	DAX1 inh-2
O=C(NCc1ccco1)c1ccccc1NS(=O)(=O)c1ccc(Cl)s1	5.2	0.5	-5.8	-0.9	-0.3	-2.1	3.2	-1.0	-6.1	-18.0	-0.5
O=C(CCSCc1ccc(Cl)cc1)NCc1cccnc1	-1.6	0.2	-3.1	-0.8	-0.6	-1.1	0.7	-1.7	-3.9	3.4	1.0
O=C(CCc1nc(-c2ccccc2F)no1)NCc1ccco1	5.4	-0.4	-0.2	-0.9	-0.9	-0.1	-0.5	-1.7	0.3	0.2	0.2
CC12CCC(=O)N1C(C(=O)NCCN1C(=O)S/C(=C\c3ccccc3Cl)C1=O)CS2 (centres undefined)	-1.2	-1.7	-10.6	-0.6	-0.1	-0.6	-0.9	-1.0	-2.1	1.9	-1.5
